# Screening data deposited in PubChem by Vanderbilt High Throughput Screening Facility.
# GluA2 TARP mod – GluA2-stargazin AMPA receptor complex modulation; calls only at 30 µM; 40,000 compounds, 3.5% hits; HEK293 GluA2+stargazin, membrane potential dye (FDSS), glutamate EC50; hits were called plate by plate, in both directions;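 active = any of four per-well response measures lying three or more SD from its plate-wide compound average, in either direction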
# Target sequence (O88602 whole entry, looked up): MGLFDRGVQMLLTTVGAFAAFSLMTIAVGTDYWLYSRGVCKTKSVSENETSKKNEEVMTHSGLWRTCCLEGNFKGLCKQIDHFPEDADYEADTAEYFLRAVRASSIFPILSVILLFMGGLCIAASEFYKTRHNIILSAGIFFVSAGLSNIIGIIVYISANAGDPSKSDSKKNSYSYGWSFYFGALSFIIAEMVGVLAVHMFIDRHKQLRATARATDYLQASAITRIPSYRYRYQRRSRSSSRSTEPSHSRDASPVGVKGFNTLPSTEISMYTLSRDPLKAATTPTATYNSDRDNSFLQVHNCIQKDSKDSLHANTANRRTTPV
# Target sequence (P19491 whole entry, looked up): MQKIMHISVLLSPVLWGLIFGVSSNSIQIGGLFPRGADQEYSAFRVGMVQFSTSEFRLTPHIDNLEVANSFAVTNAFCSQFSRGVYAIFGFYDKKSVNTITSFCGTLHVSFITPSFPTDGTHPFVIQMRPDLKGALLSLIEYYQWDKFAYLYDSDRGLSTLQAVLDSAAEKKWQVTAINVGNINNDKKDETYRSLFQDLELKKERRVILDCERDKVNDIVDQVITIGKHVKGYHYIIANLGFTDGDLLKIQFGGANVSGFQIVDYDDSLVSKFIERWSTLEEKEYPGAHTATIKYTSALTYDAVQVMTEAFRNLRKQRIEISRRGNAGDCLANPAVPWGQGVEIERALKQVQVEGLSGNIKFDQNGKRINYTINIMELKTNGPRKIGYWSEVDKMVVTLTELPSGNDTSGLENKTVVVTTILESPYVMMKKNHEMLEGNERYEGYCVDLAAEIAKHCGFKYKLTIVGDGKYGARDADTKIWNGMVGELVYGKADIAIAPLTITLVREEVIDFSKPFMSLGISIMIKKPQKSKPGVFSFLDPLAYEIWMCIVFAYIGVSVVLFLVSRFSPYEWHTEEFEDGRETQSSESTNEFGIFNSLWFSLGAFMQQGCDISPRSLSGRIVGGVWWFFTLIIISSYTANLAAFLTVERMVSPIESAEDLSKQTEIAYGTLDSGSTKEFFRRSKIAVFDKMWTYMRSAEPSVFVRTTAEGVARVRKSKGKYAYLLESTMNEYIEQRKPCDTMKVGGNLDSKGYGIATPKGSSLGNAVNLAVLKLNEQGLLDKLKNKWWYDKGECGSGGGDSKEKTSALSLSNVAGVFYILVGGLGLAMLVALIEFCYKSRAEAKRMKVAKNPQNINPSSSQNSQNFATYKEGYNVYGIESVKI
# GluA2 TARP mod agonism max-min – also measured in GluA2 TARP mod; calls as there; compound max-min signal; compound-alone response (agonism);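 unitless range of fluorescence divided by baseline over first 100 seconds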
# GluA2 TARP mod glutamate slope – also measured in GluA2 TARP mod; calls as there; glutamate slope, % of max; measured here: glutamate response slope, % max;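 scaled per plate between vehicle wells and maximal 1 mM glutamate control wells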
# An asterisk follows results filed as active; i = inactive; + = active, no number; & = joins results of further samples. A portion of the library, so the mix of outcomes need not match the whole.
# The line under a structure holds: GluA2 TARP mod | GluA2 TARP mod agonism max-min | GluA2 TARP mod glutamate slope
> O=C(Nc1c(F)c(F)c(F)c(F)c1F)C1c2ccccc2Oc2ccccc21
  i | 0.0431 | 39.0
> CS(=O)(=O)N1CCCC(C(=O)Nc2ccccc2Cl)C1 (configuration not stated)
  i | 0.0882 | 53.3
> COc1cc(F)ccc1S(=O)(=O)NC1CC(C)(C)NC(C)(C)C1
  i | 0.0378 | 51.2
> COc1ccc(NC(=O)Cn2c(C)nc3c(sc4cccc(F)c43)c2=O)cc1Cl
  i | 0.0875 | 65.1
> Cc1cc(F)ccc1S(=O)(=O)NCC(C)(O)c1ccc2c(c1)OCO2 (configuration not stated)
  i | 0.16 | 34.4
> CCCCC(C(=O)OCC)N1C(=O)C2CC=C(Cl)CC2C1=O (configuration not stated)
  i | 0.0562 | 35.6
> O=C(NCCC(c1ccccc1)c1ccccc1)C(=O)Nc1ccccc1F
  i | 0.0607 | 62.9
> O=S(=O)(NCC(O)(c1cccs1)C1CC1)c1cccc2ccccc12 (configuration not stated)
  i | 0.139 | 46.9
> CCOC(=O)c1[nH]c(C)cc1C
  i | 0.0613 | 61.1
> COc1cc2c(cc1OC)CN(C(=O)Cn1cccn1)CC2
  i | 0.127 | 48.9
> COc1ccc(S(=O)(=O)c2cc3cc(Br)cc(OC)c3oc2=O)cc1
  i | 0.108 | 53.8
> O=C(Nc1ccc(CC(=O)N2CCCC2)cc1)c1ccc(Cl)cc1
  i | 0.0361 | 11.7
> CCOc1ccc(CC(=O)NCC(c2cccc3ccccc23)N(C)C)cc1 (configuration not stated)
  i | 0.0726 | 57.1
> COc1cccc(CC(=O)NCC2CCN(Cc3ccccc3SC)CC2)c1
  i | 0.072 | 52.0
> COc1ccc(-n2nnc(C(=O)NCCO)c2C(C)C)cc1
  i | 0.0988 | 56.1
> COc1ccc2nc(-c3cccc(NC(=O)C4CCCCC4)c3)cn2n1
  i | 0.0306 | 32.7
> Cc1cc(-c2nnc(NC(=O)Cc3ccc4c(c3)OCO4)o2)nn1C
  i | 0.0701 | 43.5
> CCc1ccc(/C=C/C(=O)Nc2nnc(C)s2)cc1
  i | 0.0926 | 65.9
> Cc1cccc(NC(=O)NCCOc2ccc(-c3cccs3)nn2)c1
  i | 0.0862 | 45.7
> CCOC(=O)c1sc2cccc(F)c2c1S(=O)(=O)Nc1cc(OC)c(OC)c(OC)c1
  i | 0.113 | 58.9

# Continued; it opens with the 3 that closed the last part.
# The line under a structure holds: GluA2 TARP mod | GluA2 TARP mod agonism max-min | GluA2 TARP mod glutamate slope
> CCc1ccc(/C=C/C(=O)Nc2nnc(C)s2)cc1
  i | 0.0926 | 65.9
> Cc1cccc(NC(=O)NCCOc2ccc(-c3cccs3)nn2)c1
  i | 0.0862 | 45.7
> CCOC(=O)c1sc2cccc(F)c2c1S(=O)(=O)Nc1cc(OC)c(OC)c(OC)c1
  i | 0.113 | 58.9
> COc1cccc(CCNC(=O)c2csc(NS(=O)(=O)c3ccccc3)n2)c1
  i | 0.0425 | 27.0
> CS(=O)(=O)c1ccc(CC(=O)Nc2nc3c(s2)-c2cccc4cccc-3c24)cc1
  i | 0.137 | 59.8
> COc1ccc(S(=O)(=O)NCc2cccnc2)cc1N(C)S(=O)(=O)c1ccc(Cl)cc1
  i | 0.0904 | 77.5
> Cc1cccc(-n2c(C)c(C)n3c4c(=O)n(CC(N)=O)c(=O)n(C)c4nc23)c1
  i | 0.136 | 76.9
> COc1ccccc1-n1nnc(C(=O)Nc2ccccc2SC)c1C
  i | 0.0918&0.0677 | 57.1&112.4
> O=C1S/C(=C\C=C\c2ccco2)C(=O)N1c1ccccc1
  i | 0.0533 | 54.3
> CC1CN(C)CCN1CC1CCN(C(=O)CCCc2ccccc2)CC1 (configuration not stated)
  i | 0.0511 | 50.2
> Clc1ccc(Cn2ncc3c(NCc4cccnc4)ncnc32)cc1
  i | 0.0743 | 39.7
> Cc1nn(C(C)(C)C)c(OC(=O)c2cccc3ccccc23)c1S(=O)(=O)c1ccccc1
  i | 0.0559 | 47.6
> COCC(=O)N1CCN(c2ncnc3c2nnn3-c2ccc(OC)cc2)CC1
  i | 0.125 | 56.1
> O=C(NCC(c1cccc2ccccc12)N1CCOCC1)c1cccc(Br)c1 (configuration not stated)
  i | 0.0519 | 107.2
> O=C(NCCn1nc(-c2ccccc2)ccc1=O)Nc1ccc2c(c1)OCO2
  i | 0.101 | 42.3
> COc1ccc(N2CC(C)Cn3c2nc2c3c(=O)n(Cc3cccc(C)c3)c(=O)n2C)c(OC)c1 (configuration not stated)
  i | 0.0826 | 51.5
> O=C(Nc1nc2ccccc2s1)C1CN(C(=O)c2cnccn2)C1
  i | 0.0643 | 46.3
> Cc1nc2sccn2c(=O)c1NC(=O)Nc1ccc(F)c(Cl)c1
  i | 0.116 | 71.6
> CC(=O)c1cc(C(=O)OCC(=O)Nc2cccc(Br)c2)c2ccccn12
  i | 0.107 | 54.6
> COc1ccc(-c2noc(-c3cc(-c4ccccc4)n[nH]3)n2)cc1OC
  i | 0.111 | 59.2
> CCn1nnc2c(N3CCN(C(=O)c4ccccc4)CC3)ncnc21
  i | 0.072 | 49.1
> CC(C)(C)NC(=O)N1CCC(CNC(=O)C(=O)Nc2cccnc2)CC1
  i | 0.113 | 59.2
> O=C(c1ccccc1Br)N1CCN(c2ncnc3c2nnn3-c2ccccc2)CC1
  i | 0.0347 | 49.4

# Next part:
# The line under a structure holds: GluA2 TARP mod | GluA2 TARP mod agonism max-min | GluA2 TARP mod glutamate slope
> O=C(NCCn1nc(-c2ccco2)ccc1=O)C(=O)Nc1cccnc1
  i | 0.114 | 44.0
> O=C(CCCn1nc(-c2ccc(Cl)cc2)ccc1=O)Nc1nc2c(s1)CCCC2
  i | 0.0353 | 37.1
> Cn1c(=O)[nH]c(=O)c2c1nc(Nc1ccc(S(N)(=O)=O)cc1)n2CC(=O)O
  i | 0.0612 | 41.8
> CN(c1ccsc1C(=O)Nc1ccccc1F)S(=O)(=O)c1ccccc1
  i | 0.0908&0.0425 | 34.8&111.5
> COc1ccc(-c2nc(CCNS(=O)(=O)c3ccc(Br)cc3)cs2)cc1OC
  i | 0.102 | 62.9
> COc1ccc(-n2c(=O)c3ccccc3n(CC(=O)NCCc3ccccc3)c2=O)cc1
  i | 0.0756 | 49.5
> COc1ccc(-c2noc(-c3c(SC)nn(CC(=O)Nc4cc(Cl)ccc4C)c3N)n2)cc1
  i | 0.188 | 57.4
> CCOc1ccc(C(=O)N2CCN(c3ncnc4c3nnn4C)CC2)cc1OCC
  i | 0.0399 | 34.2
> COC(=O)c1ccc(C(=O)NCCCC(=O)Nc2cccc3cccnc23)cc1
  i | 0.0882 | 63.6
> CCc1ccc2c(c1)sc(=NC(=O)c1cc(C)nn1CC)n2CC(=O)OC
  i | 0.0828 | 47.8
> CN1CCN(C(CNC(=O)C2CCCCC2)c2ccc(F)cc2)CC1 (configuration not stated)
  i | 0.0308 | 64.1
> COC(=O)c1ccccc1NC(=O)Cn1cc(-c2ccccc2)c(N2CCOCC2)n1
  + | 0.0489* | 73.9*
> Cc1nc2ccc(Cl)cn2c(=O)c1NC(=O)C(C)Oc1ccc2c(c1)OCO2 (configuration not stated)
  i | 0.083 | 60.9
> O=C1CCc2cc(S(=O)(=O)N3CCc4ccccc4C3)cc3c2N1CCC3
  i | 0.056 | 49.4
> O=C(NCCOc1ccc2nnc(-c3ccccc3)n2n1)c1cnn(-c2ccccc2)n1
  i | 0.0575 | 39.9
> O=C(CC(NCCc1ccccc1)C(=O)O)Nc1ccc(F)cc1F (configuration not stated)
  i | 0.071 | 77.4
> O=C(Nn1cnc2c(cnn2-c2ccccc2)c1=O)c1cccs1
  i | 0.0934 | 72.3
> COc1cc(Cn2cnc3c(nnn3C)c2=O)cc(OC)c1
  i | 0.0955 | 64.6
> Cc1noc(C)c1CCC(=O)N1CCN(c2ccc(-c3cccnc3)nn2)CC1
  i | 0.0672 | 30.7
> CCc1c(C)nc(-n2nc(-c3ccco3)cc2NC(=O)c2cc(-c3ccccc3)on2)[nH]c1=O
  i | 0.108 | 54.4

# (continued)
SMILES | GluA2 TARP mod | GluA2 TARP mod agonism max-min | GluA2 TARP mod glutamate slope
Cc1csc(NC(=O)CSc2ccc(NC(=O)c3cccc(F)c3)nn2)n1 | i | 0.0497 | 38.7
Cc1cc(C)c(S(=O)(=O)N(C)c2ccccc2C)cc1N(C)S(=O)(=O)c1ccccc1 | i | 0.105 | 72.1
CCOC(=O)c1c(SCC(=O)Nc2ccc(OC)cc2OC)nc(=O)[nH]c1C | i | 0.0548 | 75.0
COc1ccc(-c2nnc(NC(=O)CCCS(=O)(=O)c3ccccc3)o2)cc1 | i | 0.147 | 73.7
COc1cc(NC(=O)NCCNc2ccc(Nc3ccccn3)nn2)cc(OC)c1OC | i | 0.117 | 49.1
Cc1ccc(S(=O)(=O)c2nc(-c3ccccc3C)oc2N2CCN(C)CC2)cc1 | i | 0.0815 | 54.1
O=C(NCCc1ccsc1)C1CC(=O)N(c2ccc(F)cc2)C1 (configuration not stated) | i | 0.0376 | 24.1
COc1ccc(NC(=O)CSC2=NC3(CCCC3)N=C2c2cccc(F)c2)cc1OC | i | 0.135 | 59.8
CC(C)OC(=O)CN1CCN(S(=O)(=O)c2ccc(C(C)C)cc2)CC1 | i | 0.106 | 29.0
CCOCCn1c(-n2nc(C)cc2C)nc2c1c(=O)n(Cc1ccccc1)c(=O)n2C | i | 0.0367 | 65.5

# Going on with the list:
SMILES | GluA2 TARP mod | GluA2 TARP mod agonism max-min | GluA2 TARP mod glutamate slope
COc1ccc(NC(=O)C(C)N2C(=O)c3ccccc3S2(=O)=O)cc1 (configuration not stated) | i | 0.0334 | 36.5
CCOc1ccc(-n2nnnc2SC(C)C(=O)Nc2ccccc2F)cc1 (configuration not stated) | + | 0.0873* | -2.0*
CC(C)(C)NC(=O)N1CCC(CNS(=O)(=O)c2ccc(Br)s2)CC1 | i | 0.0912 | 58.6
CCCS(=O)(=O)N1CCCc2cc(NS(=O)(=O)c3ccc(OC)cc3)ccc21 | i | 0.0675 | 64.9
CSc1ccccc1C(=O)N(CCc1ccccc1)Cc1ccccn1 | i | 0.0499 | 66.2
Cc1cc(C)c(C)c(S(=O)(=O)N2CCCCCC2)c1C | i | 0.0571 | 57.1
COCCCn1c(C(=O)Nc2ccc(C)c(F)c2)cc2c(=O)n(C)c(=O)n(C)c21 | i | 0.233 | 49.5
Cc1cc(C)c(S(=O)(=O)Nc2ccccc2C(=O)O)c(C)c1 | i | 0.0809 | 52.5
Cc1cccc(Nc2nc3c(c(=O)n(C)c(=O)n3C)n2CC(=O)N2CCCC2)c1 | i | 0.0885 | 56.2
CCn1nc(C)cc1C(=O)N1CCN(c2nc3c(SC)cccc3s2)CC1 | i | 0.0648 | 51.9

# New compounds follow:
SMILES | GluA2 TARP mod | GluA2 TARP mod agonism max-min | GluA2 TARP mod glutamate slope
C=CCN1CC(c2nc3ccccc3n2Cc2cc(C)ccc2C)CC1=O (configuration not stated) | + | 0.142* | 39.5*
CSc1cccc(NC(=O)NC2(c3nc(-c4cccnc4)no3)CCCCC2)c1 | i | 0.0739 | 52.0
COc1ccc(-n2nnc(C(=O)OCc3nc(-c4ccccc4C)oc3C)c2C)cc1Cl | i | 0.0795 | 48.2
COc1cccc(-n2c(C)c(C)n3c4c(=O)n(CCc5ccccc5)c(=O)n(C)c4nc23)c1 | i | 0.0634 | 25.9
CCN1C(=O)c2cccc3c(NC(=O)c4ccno4)ccc1c23 | i | 0.12 | 57.6
COc1ccccc1NC(=O)CSc1ccc(-c2cc(OC)c(OC)c(OC)c2)nn1 | i | 0.0392 | 62.8
O=C(Cn1cnc(-c2cccs2)cc1=O)Nc1ccc(-c2ccc(=O)[nH]n2)cc1 | i | 0.102 | 67.7
COc1ccc(S(=O)(=O)NCC(c2ccsc2)N2CCN(C)CC2)cc1 (configuration not stated) | i | 0.0437 | 40.9
CCN(CC)CCCNC(=O)c1cc2cccc(OC)c2oc1=O | i | 0.173 | 70.7
CCOC(=O)C1CCN(C(=O)CCN2C(=O)c3ccccc3S2(=O)=O)CC1 | i | 0.0485 | 58.8

# The results go on:
SMILES | GluA2 TARP mod | GluA2 TARP mod agonism max-min | GluA2 TARP mod glutamate slope
CCn1cc(C(=O)O)c(=O)c2cc(F)c(N3CCN(C)CC3)cc21 | i | 0.107 | 40.0
Cc1cc(C(=O)Nc2cc(-c3ccccc3)nn2CCO)no1 | i | 0.107 | 56.4
O=C(NCCCN1CCOC(c2ccccc2)C1)c1ccccc1C(F)(F)F (configuration not stated) | i | 0.0367 | 36.1
NC(=O)c1ccc(NC(=O)C(=O)NCC(c2cccc3ccccc23)N2CCCC2)cc1 (configuration not stated) | i | 0.0898 | 62.7
O=C(NCC1(O)CCCC1)Nc1ccc2c(c1)OCO2 | i | 0.0735 | 65.7
O=C(CC1NCCNC1=O)Nc1ccccc1 (configuration not stated) | i | 0.0417 | 51.6
O=C(CN1CCC(c2nnc(-c3ccco3)o2)CC1)N1CCc2ccccc21 | i | 0.0829 | 55.0
CCOC(=O)CCC(=O)N1CCC(COCc2cc(OC)cc(OC)c2)CC1 | i | 0.0707 | 61.2
Cc1ccc(S(=O)(=O)NC(C)C)c(C)c1N(C)S(=O)(=O)c1ccc(F)cc1 | i | 0.0275 | 53.1
COc1ccc(-c2ccc(C)c(NC(=O)Cc3ccc(OC)c(OC)c3)c2)nn1 | i | 0.0569 | 40.1
O=C(Nc1nc2ccc(Cl)cc2s1)c1cc(=O)c(OCc2ccc(F)cc2)co1 | i | 0.128 | 50.2

# Single records, from the list above.
# Results for Cc1ccc(S(=O)(=O)NC(C)C)c(C)c1N(C)S(=O)(=O)c1ccc(F)cc1 → GluA2 TARP mod: i; GluA2 TARP mod agonism max-min: 0.0275; GluA2 TARP mod glutamate slope: 53.1
# Results for NC(=O)c1ccc(NC(=O)C(=O)NCC(c2cccc3ccccc23)N2CCCC2)cc1 (configuration not stated) → GluA2 TARP mod: i; GluA2 TARP mod agonism max-min: 0.0898; GluA2 TARP mod glutamate slope: 62.7
